TRPC6 activator – mouse TRPC6 channel activators, primary screen, cell-based, HEK293, membrane potential dye; 310,000 compounds, 0.13% hits; Short transient receptor potential channel 6 (Mus musculus), Q61143; AID 2550, 2010; HEK293-TRPC6 membrane potential dye fluorescence; hits give high values; B-score at 10 µM;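 active means B-score of the integrated fluorescence ratio above library mean plus 3 SD, and starting fluorescence ratio within library mean plus 5 SD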;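 further: higher score means more depolarization so channel activation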
SKKanGAS inh – S. pyogenes SKKanGAS growth inhibitors in kanamycin, primary screen, streptokinase expression inhibitor project, SKKanGAS strain, BacTiter-Glo luminescence. 6 h. 300,000 compounds, 1.3% hits. inhibition, % at 7.5 µM;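 active means mean replicate score, as percent of positive control median, at least 50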;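 further: strain carries kanamycin resistance gene driven by streptokinase promoter and grows in 40 µg/ml kanamycin; loss of luminescence reflects streptokinase promoter inhibition or plain growth inhibition; 0% = median of DMSO wells and 100% = positive control at its reference dose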
HIF act – HIF pathway transcriptional activators, primary screen, cell-based, U2OS HRE-luciferase, luminescence | U2OS HRE-luciferase reporter; normalized: DMSO 0%, desferrioxamine 100% | activation, % at 7.5 µM (by protocol) | 300,000 compounds, 0.32% hits | AID 1910, 2009;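 active means mean activation of at least 10% of the iron chelator positive control signal, with at least half of replicates also reaching 10%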
MrgX1 antagonist – antagonists of human MrgX1 receptor, primary screen, HEK293 cells, Fluo-4 calcium flux; Mas-related G-protein coupled receptor member X1 (Homo sapiens), Q96LB2; BAM8-22 antagonism; hits give low values; B-score at 10 µM; 310,000 compounds, 1.3% hits;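 active means calcium-response B-score plate-corrected more than 3 library SD below zero, starting fluorescence within 5 deviations, no agonist response on first addition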;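 further: peak minus trough fluorescence over baseline after final BAM8-22 challenge near maximal dose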
TRPC4 inh – inhibitors of mouse TRPC4 channel, primary screen, Fluo4 calcium, HEK293 TRPC4beta/mu-opioid cells; B-score at 10 µM; Short transient receptor potential channel 4 (Mus musculus), Q9QUQ5; 300,000 compounds, 0.39% hits; DAMGO-evoked Fluo4 calcium flux; hits give low values;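 active means B-score over 3 SD under the library average, no early fluorescence shift, positive overall ratio signal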
Target sequence (Q9QUQ5 whole entry, looked up): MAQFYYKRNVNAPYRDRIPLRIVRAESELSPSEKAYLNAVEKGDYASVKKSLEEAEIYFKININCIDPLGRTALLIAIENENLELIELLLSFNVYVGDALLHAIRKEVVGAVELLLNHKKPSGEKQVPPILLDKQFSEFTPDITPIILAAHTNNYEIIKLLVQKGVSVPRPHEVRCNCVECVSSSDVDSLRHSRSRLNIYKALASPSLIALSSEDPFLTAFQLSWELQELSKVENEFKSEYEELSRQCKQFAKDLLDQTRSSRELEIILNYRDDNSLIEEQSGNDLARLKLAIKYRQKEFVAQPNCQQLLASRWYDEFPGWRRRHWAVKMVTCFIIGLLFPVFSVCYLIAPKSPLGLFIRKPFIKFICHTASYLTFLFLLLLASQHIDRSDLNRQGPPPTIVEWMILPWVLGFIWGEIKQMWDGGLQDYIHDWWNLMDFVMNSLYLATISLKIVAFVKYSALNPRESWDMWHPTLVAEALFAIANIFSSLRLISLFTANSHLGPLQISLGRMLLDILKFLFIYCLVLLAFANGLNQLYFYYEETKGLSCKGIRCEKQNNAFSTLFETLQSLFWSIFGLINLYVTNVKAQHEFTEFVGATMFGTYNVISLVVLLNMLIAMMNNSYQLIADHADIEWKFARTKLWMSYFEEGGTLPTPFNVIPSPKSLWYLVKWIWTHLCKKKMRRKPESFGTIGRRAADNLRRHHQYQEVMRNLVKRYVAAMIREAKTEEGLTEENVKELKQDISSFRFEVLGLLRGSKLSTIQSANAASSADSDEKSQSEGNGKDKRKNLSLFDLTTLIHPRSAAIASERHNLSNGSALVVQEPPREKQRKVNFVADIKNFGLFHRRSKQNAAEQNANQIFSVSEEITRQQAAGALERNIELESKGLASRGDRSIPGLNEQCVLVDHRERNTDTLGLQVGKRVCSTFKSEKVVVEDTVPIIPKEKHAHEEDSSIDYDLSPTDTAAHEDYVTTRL
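Assay system: HEK293 cells with stable TRPC4beta plus mu-opioid receptor expression. Dosing: single dose. Measured by: Fluo4 Ca2+ flux fluorescence. Also added: DAMGO in two steps, submaximal then maximal. Read-out: B score from integrated Fluo4 fluorescence ratio.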
MrgX1 PAM – positive allosteric modulators of MrgX1, primary screen, HEK293 cells, Fluo-4 calcium flux; AID 588675, 2011; FDSS; hits give high values; B-score at 10 µM; 310,000 compounds, 0.63% hits;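 active means plate-corrected calcium response at least 3 library SD above typical, normal starting fluorescence, not activating the receptor alone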;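 further: compound read alongside a low EC10 to EC30 dose of BAM8-22 agonist; peak minus trough fluorescence over baseline measured at the second addition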
TRPC6 inhibitor – mouse TRPC6 channel inhibitors, primary screen, cell-based, HEK293, membrane potential dye | AID 2553, 2010 | ACh-evoked depolarization; hits give low values | 310,000 compounds, 1.1% hits | B-score at 10 µM;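 active means B-score under library mean minus 3 SD, initial fluorescence not abnormally high, positive integrated signal ratio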;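 further: B-score derived from integrated fluorescence ratio over the kinetic read; more negative B-score means stronger inhibition of depolarization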
MrgX1 ag – agonists of human MrgX1 receptor, primary screen, HEK293 cells, Fluo-4 calcium flux. Mas-related G-protein coupled receptor member X1 (Homo sapiens), Q96LB2. Fluo-4 calcium fluorescence, agonist mode; hits give high values. B-score at 10 µM. 310,000 compounds, 0.44% hits;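 active means calcium response B-score plate-corrected fluorescence ratio at least 3 library SD, with starting fluorescence B-score inside 5 SD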
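System: HEK293 cells stably expressing human MrgX1 receptor; Dosing: test compound in the initial addition of three; Schedule: overnight plating, then 30 min 37 °C plus 30 min room-temperature dye loading; Detection: kinetic calcium dye fluorescence, Fluo-4 NW; Controls: per-plate positive and negative controls for Z′ factor.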
RGS4 act – RGS4 potentiators or activators, primary screen, cell-based, HEK293 M3R inducible RGS4, calcium flux; carbachol calcium flux Fluo4; hits give low values; B-score at 10 µM; 310,000 compounds, 0.92% hits; AID 463111, 2010;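 active means B-score of the integrated calcium signal more than 4 SD below the library mean, with starting fluorescence not abnormally high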;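 further: negative B-score means reduced calcium response which marks RGS4 activation or potentiation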
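System: HEK293 FlpIn-TREx cells, stable M3R, doxycycline-inducible RGS4. Timing: overnight RGS4 induction, 30 min dye load 37 °C, 20 min compound RT. Also added: carbachol, ECmax concentration. Measured by: Fluo4 fluorescence kinetic imaging of calcium. Evaluation: integrated calcium ratio converted to B score.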
RGS4 inh – RGS4 inhibitors, primary screen, cell-based, HEK293 M3R inducible RGS4, calcium flux; Regulator of G-protein signaling 4 (Homo sapiens), P49798; Fluo-4 calcium flux; hits give high values; triggered by carbachol at its EC20; B-score at 10 µM; 310,000 compounds, 0.45% hits; AID 463165, 2010;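 active means B-score, a plate-corrected calcium signal, over three deviations above library mean, with baseline fluorescence within five deviations of library mean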;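 further: RGS4 expression induced by doxycycline in cells with stable M3 receptor; B-score is computed from the integrated fluorescence ratio over baseline after carbachol; higher B-score means a larger calcium signal and so more RGS4 inhibition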
Platelet DG rel – inhibitors of platelet dense granule secretion, primary screen, cell-based, MLPCN, human platelets; inhibition, %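 (compounds screened at 7.5 µM in platelet-rich plasma)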; 300,000 compounds, 0.22% hits; AID 1663, 2009; human platelet-rich plasma, SFLLRN dense granule ATP release, luminescence;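 active means mean replicate score, as percent of positive control, at or above 50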
Numbers without * were called inactive; i = inactive; · = no result given.

| Molecule | TRPC6 activator | TRPC4 inh | RGS4 act | RGS4 inh | MrgX1 ag | MrgX1 antagonist | SKKanGAS inh | Platelet DG rel | TRPC6 inhibitor | HIF act | MrgX1 PAM |
| --- | --- | --- | --- | --- | --- | --- | --- | --- | --- | --- | --- |
| CCOC(=O)c1[nH]c2ccc(Br)cc2c1NC(=O)CCN1CCOCC1 | i | i | i | i | i | i | 0 | 5 | i | 0.4 | i |
| CCC(C(=O)NCc1ccccn1)n1c2ccccc2c2nc(=O)cc(C)n21 (centres undefined) | i | i | i | i | i | i | -4 | -15 | i | -0.4 | i |
| CCO/C=C/C(=O)N(C)CCC#N | i | i | i | i | i | i | -2 | -5 | i | -0.5 | i |
| O=C(O)CCN1C(=O)c2ccc(NC(=O)c3ccco3)cc2C1=O | i | i | i | i | i | i | 7 | 9 | i | · | i |
| C/C(=N\NC(=O)c1ccccc1)c1ccc(NC(=O)c2cccs2)cc1 | i | i | i | i | i | i | 1 | -4 | i | 1.1 | i |
| COc1ccc(N(CC(=O)NCc2ccccc2Cl)S(=O)(=O)c2c(C)noc2C)cc1 | i | i | i | i | i | i | 4 | -7 | i | -0.2 | i |
| C(=C\c1ccccc1)/C=N/N1CCN(c2ccccn2)CC1 | i | i | i | i | i | i | -1 | 7 | i | 2.6 | i |
| O=C(O)CCc1nn2c3ccccc3nc2n(Cc2ccccc2)c1=O | i | i | i | i | i | i | -2 | 8 | i | -0.4 | i |
| Cc1ccc2cc(C)c(N3CCN(c4ccccn4)CC3)nc2c1 | i | i | i | i | i | i | 0 | -1 | i | 0.6 | i |
| O=C(CSc1nc2ccccc2c(=O)n1NC(=O)Cc1ccccc1)NCc1ccccc1 | i | i | i | i | i | i | 2 | 3 | i | -0.3 | i |
| Cc1cc([N+](=O)[O-])nn1Cc1noc(C(=O)NCCc2ccccn2)n1 | i | i | i | i | i | i | 4 | 8 | i | -0.1 | i |
| Cc1nc2c(-c3ccc(F)cc3)c(C)nn2c(C)c1CCC(=O)N1CCN(c2ccc(F)cc2)CC1 | i | i | i | i | i | i | 16 | 9 | i | -0.2 | i |
| CCCNC(=O)Cn1nc(C(F)(F)F)c2c1CCC2 | i | i | i | i | i | i | 1 | 10 | i | 0.4 | i |
| C=C1c2ccccc2NC(=O)N1c1ccc(C)cc1 | i | i | i | i | i | -8.7* | -1 | 26 | i | 0.7 | i |
| COCCCNC(=O)c1cc(C)nn1-c1ccccc1 | i | i | i | i | i | i | 0 | 0 | i | 0.0 | i |
| COCc1ccc(C(=O)N2CCCC(CNC(=O)c3ccc(F)cc3)C2)o1 (centres undefined) | i | i | i | i | i | i | -4 | -6 | i | 0.4 | i |
| Cc1cc(Cl)ccc1NC(=O)Nc1c(C)n(-c2ccccc2)c(=O)n1C | i | i | i | i | i | i | -1 | 2 | i | -0.2 | i |
| COc1ccc(C)cc1NC(=O)CSc1nnc2ccc(-c3ccccn3)nn12 | i | i | i | i | i | i | -9 | 9 | i | -0.3 | i |
| CCCCNC(=O)c1onc(CSc2cccc(F)c2)c1C(=O)O | i | i | i | i | i | i | 17 | 2 | i | -0.2 | i |
| N/C(=N\OC(=O)C12CC3CC(CC(C3)C1)C2)c1ccccn1 | i | i | i | i | i | i | -5 | 12 | i | 0.9 | i |
| O=C(Nc1nn(Cc2ccc(Cl)cc2)cc1Br)c1ccc(COc2ccccc2Cl)o1 | i | i | i | i | i | i | 31 | 10 | i | -0.4 | i |
| CC(C)(C)c1ccc(-c2noc(CCC(N)=O)n2)cc1 | i | i | i | i | i | i | 3 | 0 | i | -6.3 | i |
| COc1cc(C=O)ccc1OC(=O)c1ccncc1 | i | i | i | i | i | i | -10 | 1 | i | -0.1 | i |
| COCCN(C(=O)c1ccccc1OC1CCN(S(C)(=O)=O)CC1)C(C)C | i | i | i | i | i | i | -5 | 1 | i | -0.2 | i |
| O=C(Cn1cnc2c(nnn2Cc2ccc(Cl)cc2)c1=O)c1ccccc1 | i | i | i | i | i | i | -13 | 1 | i | 0.0 | i |
| COc1ccc(-n2c(N3CCN(C)CC3)nc3sc4c(c3c2=O)CCCCC4)cc1 | i | i | i | i | i | i | -7 | -6 | i | 0.2 | i |
| CN(C)S(=O)(=O)c1ccc(NC(=O)COc2ncnc3c2cnn3-c2ccccc2)cc1 | i | i | i | i | i | i | 4 | -1 | i | -1.0 | i |
| O=c1[nH]c2cccnc2n1-c1cccc([N+](=O)[O-])c1 | i | i | i | i | i | i | -4 | -8 | i | 0.2 | i |
| C[C@H](NC(=O)c1nc[nH]c1C(=O)NCC(=O)OCc1ccccc1)c1ccccc1 | i | i | i | i | i | i | -1 | 2 | i | -1.0 | i |
| CCN1C(=O)N/C(=C/c2cc(C)n(Cc3ccccc3)c2C)C1=O | i | i | i | i | i | i | 14 | 5 | i | 0.9 | i |
| CCOC(=O)Cc1nnc(NC(=O)COc2ccc(C)cc2)s1 | i | i | i | i | i | i | 6 | -12 | i | -0.6 | i |
| CCCOc1ccc(C(=O)CCC(=O)OCC(=O)N2CC(=O)Nc3ccccc32)cc1 | i | i | i | i | i | i | -2 | -1 | i | 0.1 | i |
| O=C(O)COc1ccc(/C=N/NC(=O)Cc2ccc(Cl)cc2)cc1 | i | i | i | i | i | i | 4 | 6 | i | -0.6 | i |
| CCOc1ccc(C(=O)NCC(=O)OCC(=O)Nc2ccccc2OCC)cc1 | i | i | i | i | i | i | 1 | 1 | i | 0.1 | i |
| COc1cc(NC2c3ccccc3C(=O)N2c2cc(C)ccn2)cc(OC)c1OC (centres undefined) | i | i | i | i | i | i | -2 | 0 | i | 2.5 | i |
| NC(=O)c1nsc(C(=O)N(c2ccccc2)C(C(=O)NCc2ccc(F)cc2)c2ccco2)c1N (centres undefined) | i | i | i | i | i | i | -3 | -26 | i | -0.3 | i |
| O=C(/C=C/c1ccc(OC(F)F)cc1)OCC(=O)N1CCN(C(=O)c2ccco2)CC1 | i | i | i | i | i | i | 4 | 8 | i | 0.4 | i |
| O=c1c2sc(-c3ccccc3)cc2nc2n1CCCCC2 | i | i | i | i | i | i | 5 | 0 | i | 1.0 | i |
| c1ccc(Sc2ccccn2)cc1 | i | i | i | i | i | i | 1 | 8 | i | -0.8 | i |
| O=C(Nc1ccc(S(=O)(=O)N2CCOCC2)cc1)c1ccc2c(c1)S(=O)(=O)c1ccccc1C2=O | i | i | i | i | i | i | 2 | -3 | i | -1.0 | i |
| CC1(C)CC(=O)C(C(c2cc([N+](=O)[O-])ccc2Cl)C2C(=O)CC(C)(C)CC2=O)C(=O)C1 | i | i | i | i | i | i | -8 | -4 | i | -0.1 | i |
| COc1cccc(NC(=O)CSc2ccc3nnc(-c4cccnc4)n3n2)c1 | i | i | i | i | i | i | 14 | 2 | i | -0.2 | i |
| COc1cccc(-c2nc(CS(=O)(=O)CC(=O)NC3CCCCC3C)c(C)o2)c1 (centres undefined) | i | i | i | i | i | i | -5 | -4 | i | -0.3 | i |
| COCCNC(=O)CSc1nc(-c2ccccc2)c(-c2ccccc2)o1 | i | i | i | i | i | i | -11 | -1 | i | · | i |
| O=C(COc1ccc(F)cc1)Nc1nnc(S(=O)(=O)N2CCCC2)s1 | i | i | i | i | i | i | 12 | 9 | i | 0.1 | i |
| COC(=O)COc1ccc2c(c1C)O/C(=C\c1ccco1)C2=O | i | i | i | i | i | i | 6 | -7 | i | 0.0 | i |
| CC(C)COc1ccc(C(=O)OCCN2CCCCC2)cc1 | i | i | i | i | i | i | -3 | -1 | i | -1.7 | i |
| COc1ccc(C(=O)O)cc1S(=O)(=O)N(C)C | i | i | i | i | i | i | -2 | 14 | i | 0.4 | i |
| Cc1cc(C)c(S(=O)(=O)N2CCCCC2CCNC(=O)C(=O)NC2CC2)c(C)c1 (centres undefined) | i | i | i | i | i | i | 2 | 0 | i | -0.7 | i |
| CCC(=O)c1ccccc1OCCSc1nc(C)cc(=O)[nH]1 | i | · | i | i | i | i | -3 | 5 | i | 0.1 | i |
| Cc1nn(-c2ccc(F)cc2)c(Cl)c1/C=C1\C(=O)Nc2ccccc21 | i | i | i | i | i | i | · | 6 | i | 2.0 | i |
| Cc1nn(C(=O)/C(C#N)=C/N(C)C)c(C)c1C | i | i | i | i | i | i | 16 | 3 | i | -0.1 | i |
| COc1cc(NC(=O)c2cc(S(=O)(=O)N3CCCCC3)ccc2N2CCOCC2)cc(OC)c1 | i | i | i | i | i | i | -3 | 14 | i | -0.1 | i |
| O=C(CCC(=O)Nc1ccccc1Cl)N/N=C/c1ccccc1 | i | i | i | i | i | i | 3 | -1 | i | -0.1 | i |
| Cc1ccc(OCCCCN(C)Cc2ccccc2)c(Br)c1 | i | i | i | i | i | i | 1 | 4 | i | -1.3 | i |
| O=C(CNC(=O)c1ccc(Cl)c([N+](=O)[O-])c1)NCC1CCCO1 (centres undefined) | i | i | i | i | i | i | 0 | -10 | i | 0.2 | i |
| COc1ccnc(-n2cccc2/C=N/O)c1C#N | i | i | i | i | i | i | -7 | 1 | i | 1.5 | i |
| Cc1sc(N/N=C/c2cccnc2)nc1-c1ccccc1 | i | i | i | i | i | i | 1 | -1 | i | 1.2 | i |
| O=C(CSc1ccc2nnc(-c3ccccn3)n2n1)Nc1nccs1 | i | i | i | i | i | i | -3 | -4 | i | 0.1 | i |
| Cc1ccc(S(=O)(=O)N2CCOC2CNC(=O)C(=O)NCc2ccc3c(c2)OCO3)cc1 (centres undefined) | i | i | i | i | i | i | 4 | 2 | i | 0.0 | i |
| O=C(N1CCOCC1)n1cnc2ccccc21 | i | i | i | i | i | i | 10 | -14 | i | 0.7 | i |
| COc1ccccc1NC(NC(=O)c1ccccn1)C(Cl)(Cl)Cl (centres undefined) | i | i | i | i | i | i | -5 | -14 | i | 0.0 | i |
| O=C(NC(Nc1ncccn1)C(=O)c1ccccc1)c1ccccc1 (centres undefined) | i | i | i | i | i | i | -4 | 2 | i | -0.1 | i |
